GPR55 beta-arrestin – GPR55 agonists via beta-arrestin recruitment, primary screen, imaging, U2OS cells, beta-arrestin-GFP redistribution (AID 1961); activation, % at 10 µM, or EC50 in µM where a hit was titrated; G-protein coupled receptor 55 (Homo sapiens); 0.048% of 290,000 active; U2OS GPR55 beta-arrestin-GFP redistribution imaging; higher % means a stronger effect;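 active = activation above 40% with more than 50 cells counted in the well; inconclusive = wells holding fewer than 50 cells, flagged as toxic or sparse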;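 note: U2OS osteosarcoma cells stably expressing GPR55 and beta-arrestin-GFP; plate controls were DMSO negative control for no effect and LPI positive control for full effect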
HIV fusion peptide – inhibitors of HIV fusion peptide binding, primary screen, biochemical, uHTS, fluorescence dequenching (AID 1986). cell-free peptide binding, fluorescence dequenching, 30 min; higher % means a stronger effect. inhibition, % at 20 µM; hits with a dose series show IC50 in µM. 0.3% of 290,000 active; in the data active = inhibition mostly above about 52%, no sharp cut-off; inactive = mostly below about 76%; note: some results filed as inactive read as strong as hits
NOD1 inhibition – NOD1 signaling inhibitors, primary screen, cell-based, luminescence, uHTS (AID 1578) | NOD1-driven NF-kB luciferase reporter cells, luminescence; higher % means a stronger effect | inhibition, % at 4 µM; hits with a dose series show EC50 in µM | 1% of 290,000 active; in the data active = inhibition mostly above about 36%, no sharp cut-off; inactive = mostly below about 34%;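 note: HEK-293T reporter cells stimulated with the NOD1 agonist gamma-tri-DAP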
GPR35 arrestin U2OS – GPR35 antagonists blocking zaprinast-driven arrestin recruitment, primary screen, imaging, U2OS, beta-arrestin-GFP, zaprinast agonist (AID 2058); inhibition, % at 10 µM, or IC50 in µM where a hit was titrated; U2OS GPR35 beta-arrestin-GFP translocation imaging, zaprinast antagonism; higher % means a stronger effect; G-protein coupled receptor 35 (Homo sapiens); 0.052% of 290,000 active;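 active = inhibition of at least 50% with at least 30 cells and total cytoplasm GFP at most 10,000,000; inconclusive = under 30 cells or total GFP of 10,000,000 plus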
KOR beta-arrestin-1 – KOR antagonists, beta-arrestin recruitment, cell-based, luminescence, uHTS (AID 1778) | one-dose inhibition, % at 10 µM; IC50 in µM for titrated hits | 0.091% of 290,000 active | KOR beta-arrestin recruitment, luminescence, antagonist mode; higher % means a stronger effect; in the data active = inhibition above about 50%; note: strong numbers were not always called active
West Nile antiviral – West Nile virus antiviral activity, cell-based, CPE readout (AID 1621); West Nile virus-infected cells, CPE inhibition; higher % means a stronger effect; 0.02% of 290,000 active; CPE inhibition, % at 10 µM, or IC50 in µM where a hit was titrated; in the data active = a potency from the dose series; inconclusive = CPE inhibition mostly from about 3.7% at the one dose, without a potency; inactive = the rest, 99 in 100 with CPE inhibition below about 2.2%; note: strong numbers were not always called active
KOR beta-arrestin-2 – KOR agonists, beta-arrestin recruitment, primary screen, cell-based, luminescence, uHTS (AID 1777); 0.02% of 280,000 active; KOR beta-arrestin recruitment, luminescence; higher % means a stronger effect; one-dose activation, % at 10 µM; EC50 in µM for titrated hits; in the data active = activation above about 50%, passing the limit was not always enough; note: a part of the inactive calls stands beside numbers as strong as those of hits
GPR55 antagonists – GPR55 antagonists blocking LPI-driven arrestin recruitment, primary screen, imaging, U2OS, beta-arrestin-GFP, LPI agonist (AID 2013); U2OS GPR55 beta-arrestin-GFP translocation imaging, LPI antagonism; higher % means a stronger effect; one-dose inhibition, % at 10 µM; IC50 in µM for titrated hits; 0.13% of 290,000 active;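 active = spots per cell inhibited over 60%, with over 100 cells counted and total cytoplasm intensity under 500,000; inconclusive = wells with under 100 cells, flagged as likely toxic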;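 note: U2OS cells stably carrying GPR55 and arrestin-GFP stimulated by 5 µM LPI near EC80; imaged beta-arrestin-GFP aggregate spots per cell after agonist stimulation; plate controls were LPI-stimulated DMSO wells for no effect and DMSO wells without LPI for full effect; some results filed as inactive read as strong as hits; confirmed hits need IC50 under 10 µM and bright autofluorescent wells are also inconclusive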
Dengue-2 NS5 capping – Dengue-2 NS5 methyltransferase inhibitors, primary screen, biochemical, confirmation dose response (AID 588689); 0.3% of 340,000 active; Dengue-2 NS5 methyltransferase capping enzyme assay, biochemical; higher % means a stronger effect; inhibition, % at 25 µM, or IC50 in µM where a hit was titrated; Genome polyprotein (Dengue virus type 2 (strain 16681-PDK53)); in the data active = a potency from the dose series; inconclusive = inhibition above about 29% without an active follow-up result
Dengue-2 NS5 capping pilot replicate – further read-out of Dengue-2 NS5 capping, marked with its call; inhibition, %; measured here: pilot screen replicate inhibition
Starred values were filed as active, the others as inactive; u = inconclusive; x = no result given; [ ] = dose if it differs, or a comment.

SMILES	GPR55 beta-arrestin	HIV fusion peptide	NOD1 inhibition	GPR35 arrestin U2OS	KOR beta-arrestin-1	West Nile antiviral	KOR beta-arrestin-2	GPR55 antagonists	Dengue-2 NS5 capping	others
CCS(=O)(=O)c1nc(S(=O)(=O)c2ccc(C)cc2)c(N2CCC(C)CC2)s1	-0.1%	0.0%	0%	-22%	-42%	0.7%	4.4%	-10%	24%
Cc1ccc2c(c1)c1nc3ccccc3nc1n2C	0.2%	29%	-53%	0%	13%	0.2%	-4.6%	5%	u
CCOC(=O)C(Cc1ccccc1)C(=O)Nc1nccs1 (centres undefined)	0.1%	1.8%	-5%	14%	-8%	-0.3%	7.2%	8%	-11%
Cn1c(=NC(=O)c2ccccc2[N+](=O)[O-])sc2cccc(F)c21	-0.3%	-0.9%	-8%	-10%	21%	-0.2%	-4.9%	1%	-6%
CCOc1ccc(CCNC(=O)CS(=O)Cc2nc(-c3ccc(C)cc3)oc2C)cc1OCC (centres undefined)	-0.2%	-0.5%	-23%	-3%	2%	-0.3%	-3.6%	4%	-9%
Cn1c(SCCC(=O)O)nnc1-c1ccncc1	-0.2%	-1.1%	-20%	-14%	-52%	-0.3%	-3.2%	12%	-3%
CCOc1ccccc1C1NC(=O)NC(C)=C1C(=O)OC1CCCC1C (centres undefined)	1.6%	-1.9%	x	-6%	15%	-0.5%	8.0%	3%	2%
CCOC(=O)c1sc(NC(=O)CCN2C(=O)c3cccc([N+](=O)[O-])c3C2=O)c(C(=O)OCC)c1C	0.2%	1.7%	-24%	-1%	-19%	0.0%	-2.9%	0%	-5%
O=C(CN(Cc1ccco1)S(=O)(=O)c1ccccc1)N/N=C/c1cccc(O)c1	-0.1%	-2.9%	-21%	-6%	-2%	0.3%	4.6%	5%	-9%
Cc1ccc2nc3c(cc2c1)CN(Cc1ccco1)C(=NCC1CCCO1)S3 (centres undefined)	0.2%	9.1%	2%	-9%	36%	1.0%	2.2%	-2%	5%
CC(=O)CSc1nsc(SCC(C)=O)c1C#N	-0.3%	5.3%	-33%	0%	-10%	-0.1%	-5.4%	2%	31%
O=C1NC(Cc2ccccc2)C(=O)N1Cc1cc([N+](=O)[O-])cc2c1OCOC2 (centres undefined)	-0.2%	-1.8%	-12%	11%	4%	-0.6%	-1.5%	8%	-5%
Cc1ccccc1N1CCN(c2ccc(NC(=O)C3CCCCC3C(=O)O)cc2)CC1 (centres undefined)	-0.2%	4.4%	-17%	-13%	8%	-0.7%	0.3%	3%	7%
COc1ccc(C2(C(=O)NCCc3ccccc3)CCCC2)cc1	0.2%	0.5%	3%	7%	-20%[20 µM]	-1.3%	-4.0%	3%	3%
CCc1noc(C)c1C(=O)Nc1nc(-c2ccc(Cl)cc2Cl)cs1	3.6µM*	0.5%	36%	-2%	-30%	-1.7%	7.1%	17%	2%
COc1ccc(C2CC(c3ccc(Cl)cc3Cl)n3nc(N)nc3N2)cc1 (centres undefined)	-0.4%	0.5%	12%	-5%	0%	-0.6%	5.6%	-2%	4%
CCN(C(=O)C1CCCCC1)c1nnc(-c2cccnc2)s1	1.0%	2.3%	-2%	11%	6%	x	-4.5%	-7%	4%
CC(C)C(NC(=O)C12CC3CC(CC(C3)C1)C2)C(=O)N/N=C/C1=C(N2CCOCC2)C(=C\c2ccc([N+](=O)[O-])cc2)/CC1 (centres undefined)	0.0%	4.7%	-21%	19%	-2%	-0.6%	-0.2%	7%	-11%
CCC(C)NC(=O)Nc1ccc2c(c1)N(C)C(=O)c1ccccc1S2 (centres undefined)	-0.1%	-4.2%	-13%	4%	7%	-1.0%	2.0%	6%	-6%	Dengue-2 NS5 capping pilot replicate=-5.6
CC(Sc1nnc2ccccn12)C(=O)NCc1ccc2c(c1)OCO2 (centres undefined)	0.0%	-1.2%	-7%	-1%	-8%	0.0%	-4.2%	19%	-3%
CCCNC(=O)Cn1cnc2sc(C(=O)N3CCN(CCC)CC3)c(C)c2c1=O	0.3%	-2.0%	-6%	6%	44%	-0.1%	-3.4%	15%	-2%
NC(=O)C1CCN(CC(=O)NC(=O)NC2CCCC2)CC1	-0.4%	1.2%	-29%	4%	2%	-0.5%	-5.5%	9%	-6%
c1ccc(C2=Nn3c(nnc3-c3ccccn3)SC2)cc1	-0.2%	0.3%	16%	-2%	-11%	-0.1%	-4.7%	6%	8%
O=C(NCCC1=CCCCC1)c1ccc(Br)o1	0.8%	-1.1%	x	-10%	11%	-0.3%	-1.4%	2%	-2%
COc1cccc(CC(NC(C)=O)C(=O)NC2CCN(S(=O)(=O)c3cccc4ccccc34)CC2)c1 (centres undefined)	0.0%	3.4%	-9%	-4%	4%	-0.7%	-6.6%	-3%	-5%

Continued, overlapping the part above by two compounds.
SMILES	GPR55 beta-arrestin	HIV fusion peptide	NOD1 inhibition	GPR35 arrestin U2OS	KOR beta-arrestin-1	West Nile antiviral	KOR beta-arrestin-2	GPR55 antagonists	Dengue-2 NS5 capping	others
O=C(NCCC1=CCCCC1)c1ccc(Br)o1	0.8%	-1.1%	x	-10%	11%	-0.3%	-1.4%	2%	-2%
COc1cccc(CC(NC(C)=O)C(=O)NC2CCN(S(=O)(=O)c3cccc4ccccc34)CC2)c1 (centres undefined)	0.0%	3.4%	-9%	-4%	4%	-0.7%	-6.6%	-3%	-5%
CCCCCCn1c(-c2ccco2)nc2oc3cc(OC)ccc3c(=O)c2c1=O	0.5%	6.8%	16%	5%	-36%	-0.9%	0.8%	-3%	6%
C=CCOc1cccc(C2C(C(=O)c3ccc(C)o3)=C(O)C(=O)N2c2nccs2)c1 (centres undefined)	-0.1%	1.3%	-18%	-9%	11%	-0.4%	0.3%	27%	5.6µM*
O=c1[nH]c(=O)n(Cc2ccccc2)c2nc(-c3ccc(Oc4ccc(F)cc4)c([N+](=O)[O-])c3)n(CCO)c12	-0.1%	1.7%	-21%	-2%	23%	u	1.5%	13%	-3%
O=C(c1ccco1)[C@@H]1[C@@H]2C(=O)N(c3ccc(F)cc3)C(=O)[C@@H]2[C@H]2C=Cc3ccccc3N21	-0.4%	35%	-39%	-7%	-3%	0.5%	-3.1%	6%	-7%
CCSc1nc2c(c(=O)[nH]c(=O)n2C)n1Cc1ccc(Cl)cc1	-0.3%	-2.6%	24%	-13%	-15%	-0.1%	-9.1%	2%	4%
CN(C)S(=O)(=O)c1cc(NC2CC(=O)N(c3ccc(F)cc3)C2=O)ccc1Cl (centres undefined)	-0.5%	-1.2%	-27%	0%	0%	-0.3%	-4.3%	5%	-10%
O=C(CSc1nc2ccccc2c(=O)n1CCCN1CCOCC1)N1CCN(c2ccccc2)CC1	-0.2%	0.6%	-21%	-4%	2%	-0.8%	-2.4%	2%	-4%
Cn1c(C(=O)N2CCOCC2)cnc1Sc1ncc(C(F)(F)F)cc1Cl	0.0%	1.6%	-1%	-3%	0%	0.2%	-6.7%	-10%	10%
COC(=O)CCc1c(C)c(C#N)c2nc3ccccc3n2c1N1CCCC1	0.1%	4.1%	-2%	-8%	0%	0.1%	-1.8%	24%	-6%
Cc1nn(C)cc1CN(C)C(=O)c1cc2nc(-c3ccco3)cc(C(F)(F)F)n2n1	-0.2%	4.3%	20%	22%	x	-0.4%	9.7%	3%	4%
Cc1c(NS(=O)(=O)c2ccc(Br)cc2)c(=O)n(-c2ccccc2)n1C	-0.2%	-0.8%	-3%	-2%	-10%[20 µM]	-0.6%	-4.6%	0%	-3%	Dengue-2 NS5 capping pilot replicate=-0.6
CCC(C)(O)c1[nH]c2ccc(C(=O)OC)cc2c1C (centres undefined)	0.0%	1.1%	-20%	24%	1%[20 µM]	0.5%	-0.2%	3%	-2%
Cc1ccc(S(=O)(=O)/N=C(\CN2CCOCC2)N2CCOCC2)cc1	-0.1%	0.7%	1%	9%	3%	-0.5%	-7.5%	-3%	6%	Dengue-2 NS5 capping pilot replicate=-2.4
O=C(/C=C/c1ccc(Br)cc1)NCc1cccs1	-0.3%	-0.9%	-15%	-6%	16%	-0.4%	-6.1%	4%	-8%
O=C(CSc1nnc(NC(=O)C2CC2)s1)NCc1ccco1	-0.3%	0.5%	45%	1%	-22%	0.3%	19%	3%	2%
COc1cccc(OC)c1C(=O)O/N=C(\N)c1ccncc1	-0.1%	-0.2%	0%	8%	12%	0.4%	0.4%	8%	1%
CCCN(CC1CC1)C(=O)CCc1nnc(C(OC)c2ccccc2)o1 (centres undefined)	0.2%	-2.2%	-17%	6%	-3%	-0.3%	x	-5%	-6%
CCC(=O)N1CCN=C1SCc1ccc(Cl)cc1	-0.1%	-1.2%	-33%	4%	40%	-0.1%	-2.4%	0%	2%
Cc1nn(CC(=O)NC(C)C)c(C)c1[N+](=O)[O-]	0.4%	-0.8%	-13%	11%	31%	1.3%	-7.1%	2%	-6%
COc1ccc(CCNC(=O)c2cccnc2)cc1	-0.1%	0.0%	-5%	8%	-5%	-0.3%	-2.4%	14%	-2%
Cc1ccc(S(=O)(=O)N2CCC(=O)N(C(COCc3ccc(Cl)cc3)Cc3ccccc3)CC2)cc1 (centres undefined)	-0.2%	-0.3%	-4%	12%	7%	-1.2%	-1.1%	-11%	2%
CCCNC(=O)COC(=O)c1ccc(S(=O)(=O)N2CCCCCC2)cc1	-0.2%	-0.6%	-11%	5%	30%	0.5%	-0.2%	7%	3%
CC1CC(C)CN(c2ccc(-n3cnnn3)cc2[N+](=O)[O-])C1 (centres undefined)	-2.1%	-2.8%	13%	8%	29%	-0.2%	-0.5%	-4%	4%
Cc1c(C(=O)N2CCOCC2)oc2ccc(S(=O)(=O)N3CCCC3)cc12	0.2%	-1.6%	-18%	2%	-1%	-0.2%	7.8%	1%	-7%
CCn1cnc2c1c(=O)n(CC(=O)Nc1ccc(C(N)=O)cc1)c(=O)n2Cc1ccccc1	0.0%	-2.3%	12%	-2%	-21%	-0.1%	4.0%	8%	-5%
Cc1ccc(S(=O)(=O)NCCN2CCOCC2)cc1	0.0%	-0.2%	-8%	4%	10%	0.0%	-5.8%	9%	-7%
CCN(CC)C(=O)Oc1ccc2ccccc2c1Br	0.1%	-0.4%	-53%	3%	-2%	-1.1%	5.4%	12%	-3%
O=C(ONc1ccc(N=NC(=O)c2ccccc2O)cc1)c1ccccc1	-0.2%	41%	-46%	-10%	12%	u	-1.9%	-3%	2%
CC[n+]1c(/C=C/c2cc([N+](=O)[O-])ccc2O)ccc2ccccc21	0.2%	1.4%	-22%	-10%	15%	2.0%	-1.1%	0%	10%

Compound activity: PubChem, several laboratories

This is a subset; count on the stated rates, not on these rows.
